Screening data: PubChem, several laboratories
NTR1 ag: agonists of NTR1, primary screen, imaging, U2OS cells, beta-arrestin-GFP, high content (AID 493036); P30989; NTR1-U2OS beta-arrestin-GFP spot imaging, agonist mode; activation, % at 20 µM; 330,000 compounds, 0.17% hits;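 active = activation at or above 40% of the spot to cytoplasm intensity ratio, with at least 20 cells analyzed; inconclusive = wells under 20 cells, flagged as cytotoxic or low count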;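 also: 0% = DMSO without peptide and 100% = 100 nM NTR1 peptide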
Target sequence (P30989 whole entry, looked up): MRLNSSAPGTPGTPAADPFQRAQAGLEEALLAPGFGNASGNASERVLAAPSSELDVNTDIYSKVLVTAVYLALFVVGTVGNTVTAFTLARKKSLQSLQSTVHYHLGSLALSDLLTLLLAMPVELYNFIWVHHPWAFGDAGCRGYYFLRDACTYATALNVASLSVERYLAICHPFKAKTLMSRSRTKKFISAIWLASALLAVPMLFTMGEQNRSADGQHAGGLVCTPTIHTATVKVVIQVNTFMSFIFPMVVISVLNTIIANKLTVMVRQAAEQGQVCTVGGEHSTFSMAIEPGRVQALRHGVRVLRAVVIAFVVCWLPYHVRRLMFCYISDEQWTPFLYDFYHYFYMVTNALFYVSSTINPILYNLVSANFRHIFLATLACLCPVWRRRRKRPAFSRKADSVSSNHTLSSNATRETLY
T cell HTS: modulates CD8 T cell binding to vesicles. 2C CD8+ T cell-vesicle binding, flow cytometry; stronger effect = lower value. calls only at 7 µM. 330,000 compounds, 0.068% hits;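 active = response, share of CD8 T cells binding vesicles, and their 90th percentile fluorescence all below set limits, cut at about 80% in these data, passing the limit was not always enough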
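Read-out – percent CD8+ FL2 mean versus row control · System – murine 2C transgenic CD8+ T lymphocytes · Times – 1.5 h cell–vesicle binding at 37 °C, then 20 min icy labelling · Control set – naked vesicles low, QL9 vesicles with vehicle high · Detection – cytometric PE anti-B7-1 and Alexa647 anti-CD8 signals after 1% paraformaldehyde fixation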
K1F lysis inhibition: protection from phage-mediated lysis, alamar blue read-out – E. coli UTI89, K1F phage, bacterial capsule biogenesis inhibitors (AID 488966) | E. coli UTI89 K1F phage lysis, alamar blue, 2 h; higher % means a stronger effect | inhibition, % at 100 µM, or IC50 in µM where a hit was titrated | 340,000 compounds, 0.02% hits;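 active = phage lysis inhibition, versus mean bacterial control, above a set limit; inconclusive = no clear call, values can overlap the other calls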;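 also: capsule biogenesis inhibitors block K1F phage lysis so surviving cells raise fluorescence; higher fluorescence means more inhibition of phage lysis; actives were called in the ten point dose series up to 300 µM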
RSV CPE inhibition: inhibition of RSV-induced cytopathic effect – HEp-2 cells, primary 10 µM value included (AID 2391); one-dose CPE inhibition, % at 10 µM; IC50 in µM for titrated hits; HEp-2 cells, RSV-induced CPE inhibition; higher % means a stronger effect; 310,000 compounds, 0.13% hits; in the data active = a potency from the dose series; inconclusive = CPE inhibition mostly from about 23% at the one dose, without a potency; inactive = the rest, 99 in 100 with CPE inhibition below about 21%; also: strong numbers were not always called active
Dengue-2 NS5 capping: flavivirus cap methylation enzyme inhibition – biochemical, confirmation dose response, primary screen (AID 588689) | Dengue-2 NS5 methyltransferase capping enzyme assay, biochemical; higher % means a stronger effect | one-dose inhibition, % at 25 µM; IC50 in µM for titrated hits | 340,000 compounds, 0.3% hits; in the data active = a potency from the dose series; inconclusive = inhibition above about 29% without an active follow-up result
SV40 large T antigen: SV40 large T antigen inhibitors, biochemical (AID 1903); SV40 large T antigen ATPase/helicase inhibition assay; higher % means a stronger effect; inhibition, % at 20 µM, or IC50 in µM where a hit was titrated; 310,000 compounds, 0.39% hits; in the data active = a potency from the dose series; inconclusive = inhibition mostly from about 32% at the one dose, without a potency; inactive = the rest, 99 in 100 with inhibition below about 32%; also: strong numbers were not always called active
West Nile antiviral: inhibition of WNV-induced cytopathic effect – cell-based, CPE readout (AID 1621) | West Nile virus-infected cells, CPE inhibition; higher % means a stronger effect | one-dose CPE inhibition, % at 10 µM; IC50 in µM for titrated hits | 290,000 compounds, 0.02% hits; in the data active = a potency from the dose series; inconclusive = CPE inhibition mostly from about 3.7% at the one dose, without a potency; inactive = the rest, 99 in 100 with CPE inhibition below about 2.2%; also: strong numbers were not always called active
PhoP inhibition: PhoP-dependent GFP reporter repression – Salmonella Typhimurium, primary screen (AID 1863); 300,000 compounds, 0.16% hits; inhibition, % at 50 µM; hits with a dose series show IC50 in µM; S. Typhimurium PhoP-regulated promoter GFP reporter, 4 h; higher % means a stronger effect;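 active = inhibition over 29.93%, a cutoff 3 SD above the screen mean, later confirmed by dose response; inconclusive = inhibition over 29.93% but no dose response follow-up; inactive = inhibition at most 29.93% or unconfirmed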;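 also: 0% = low Mg2+ inducing control and 100% = high Mg2+ repressing control; strong numbers were not always called active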
MgcRacGAP inhibition: MgcRacGAP GTPase-activating activity inhibitors, confirmation, biochemical, ADP Hunter fluorescence; MgcRacGAP-stimulated Rac1 GTP hydrolysis, ADP Hunter fluorescence; higher % means a stronger effect; GST-tagged Rac1 F28L mutant substrate; one-dose inhibition, % at 30 µM; IC50 in µM for titrated hits; 340,000 compounds, 0.6% hits;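 active = first-screen hits whose inhibition reached a set limit at any dose in the follow-up dose series; inconclusive = inhibition above the set first-screen limit but never retested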;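 also: fluorescence reports GDP produced by GAP-driven GTP hydrolysis; strong numbers were not always called active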
T cell HTS vesicle-bound %: recorded beside T cell HTS, whose call it bears; double positive events, %; measured here: CD8+ vesicle-bound cell fraction;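 binding gate set so that unloaded-vesicle control wells show 10% double positive cells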
NTR1 ag cell count 20 µM: also measured in NTR1 ag; calls as there; cell count; measured here: cell count, cytotoxicity flag
* marks the source's active call; other numbers are inactive results; i = inactive; u = inconclusive; x = not tested or not shown; [ ] = dose if it differs, or a comment.

SMILES | NTR1 ag | NTR1 ag cell count 20 µM | T cell HTS | T cell HTS vesicle-bound % | K1F lysis inhibition | RSV CPE inhibition | Dengue-2 NS5 capping | SV40 large T antigen | West Nile antiviral | PhoP inhibition | MgcRacGAP inhibition
CC1(C)C(=O)OC(c2ccc([N+](=O)[O-])cc2)C(C)(C)C1=O (centres undefined) | -0.3 | 46 | i | 36.6 | -0.8%[50 µM] | 0.6% | -4.2% | 7.5% | -0.5% | -7.1% | 10.9%
CC(C)C1Cc2c(C#N)c(N)n(C)c(=S)c2CO1 (centres undefined) | -0.2 | 88 | i | 16.8 | -0.2% | 4.2% | 0.8% | 6.7% | x | 3.7% | 8.1%
S=C(NCc1ccco1)Nc1ccccc1Cl | -0.1 | 54 | i | 1.9 | -1.7% | 0.8% | -16.1% | 1.8% | 0.7% | 0.7% | 8.2%
COc1ccc(OC)c(Cc2nnc(CCC(=O)NC3C4CC5CC(C4)CC3C5)o2)c1 (centres undefined) | -0.2 | 76 | i | 60.6 | -0.2% | 1.5% | -1.8% | -8.8% | -0.5% | 1.5% | 6.3%
Cc1ccccc1C(=O)Nc1cccc(C(=O)N/N=C/c2ccccn2)c1 | 0.2 | 100 | i | 4.9 | 0.2% | 0.3% | -6.6% | 23.4% | -0.2% | 5.3% | 7.3%
CCOC(=O)c1c(NC(=O)CC2SC(N)=NC2=O)sc2c1CCCC2 (centres undefined) | 5.0 | 55 | i | 49.5 | -0.3% | 7.0% | -2.8% | 2.7% | -0.1% | 18.4% | 5.0%
N=C1/C(=C/c2ccc(-c3cccc(C(=O)O)c3)o2)C(=O)N=C2SC(CC(=O)N3CCOCC3)=NN12 | -0.1 | 63 | i | 32.7 | -0.1% | 1.2% | -13.2% | u | 0.8% | -2.1% | -2.0%
Cc1ccc(-c2nnc(SCC(=O)O)n2N)cc1 | 0.8 | 91 | i | 41.4 | 0.1% | -0.5% | 0.0% | 2.2% | 0.9% | 2.1% | -5.1%
COc1cc(C)c(CN2CCC(Cc3ccccc3)CC2)cc1C | 4.0 | 46 | i | 42.1 | 1.2% | -0.5% | 0.0% | 11.5% | -0.7% | -1.5% | 19.1%
CCCc1ccc2oc(C(=O)NCCCN3CCOCC3)c(C)c2c1 | 2.4 | 56 | i | 66.8 | -0.3% | 3.0% | -3.9% | 0.9% | -0.7% | 0.0% | 5.0%
COc1ccc(NC(=O)CN2C(=O)NC(c3ccccc3)(c3ccccc3)C2=O)cc1OC | 0.8 | 49 | i | 17.0 | -0.2% | 0.9% | 7.3% | 10.7% | -0.4% | 0.8% | 4.6%
CCC(=O)OCCNc1cc(Sc2nccn2C)c2nonc2c1[N+](=O)[O-] | x | x | i | 43.6 | -8.2% | -1.6% | 14.6% | 35.1% | -1.5% | 5.0% | 15.5%
CCOc1ccc(N(CC(=O)N2CCN(c3ccccc3)CC2)S(=O)(=O)c2c(C)noc2C)cc1 | -1.0 | 78 | i | 35.8 | -2.2% | 0.2% | -5.2% | 5.8% | -0.7% | 17.5% | 5.4%
COc1ccc(N2CCN(C(=O)c3ccc4c(c3)NC(=O)C(CSCc3ccc(C)cc3)N4)CC2)cc1 (centres undefined) | 1.6 | 48 | i | 53.8 | x | 9.1% | x | u | -0.4% | 9.8% | x
O=C(COc1ccc(C(=O)c2ccccc2)cc1)NCC(=O)Nc1ccccc1Br | -2.2 | 75 | i | 46.0 | 0.1% | 1.5% | -1.8% | 8.7% | -1.6% | 17.4% | 4.8%
CCOc1ccc(-n2c(=O)c3sccc3n(CC(=O)NCCc3ccc(OC)c(OC)c3)c2=O)cc1 | -0.4 | 57 | i | 58.7 | 0.1% | 1.8% | -2.9% | 16.4% | -0.3% | -5.8% | 10.2%
COCCSc1nnc(NC(=O)Cc2ccc(OC)c(OC)c2)s1 | 0.3 | 42 | i | 41.0 | -1.9% | 0.1% | -7.8% | 4.5% | -0.3% | -7.2% | 1.3%
CC1CN(C(=O)COC(=O)c2cc(S(N)(=O)=O)c(Cl)cc2Cl)CC(C)O1 (centres undefined) | 1.6 | 53 | i | 46.8 | -0.4% | 3.1% | 1.5% | 2.0% | -0.1% | 3.4% | 4.5%
O=C(COC(=O)Cc1n[nH]c(=O)c2ccccc12)NNC(=O)c1ccc(Br)cc1 | -0.1 | 63 | i | 49.5 | 0.1%[50 µM] | x | -4.0% | x | x | x | 7.5%
Cc1cc(Br)cc2c1N(C)C(=O)C2(c1ccc(O)cc1)c1ccc(O)cc1 | 3.4 | 50 | i | 58.3 | x | 51.2% | x | 9.7% | x | x | x
CCc1ccc(N=C2NC(=O)CS2)cc1 | 1.2 | 68 | i | 43.0 | -1.5% | 16.8% | 5.8% | 30.9% | -0.5% | -3.1% | 14.1%
CCC1=Nc2cc(C(=O)NCc3ccco3)ccc2Sc2ccccc21 | -0.4 | 55 | i | 8.4 | -1.0%[50 µM] | 0.8% | 0.0% | 8.8% | -0.8% | 17.6% | 6.2%
Cc1ccc(NC(=O)CCOc2ccccc2)cc1 | -0.9 | 101 | i | 30.2 | -0.2% | 1.6% | -8.8% | 3.7% | -1.6% | x | 6.3%
CC(C)c1cc(C(=O)O)c2cnn(C(C)C)c2n1 | -1.2 | 60 | i | 25.3 | 1.2% | 0.1% | -7.8% | 19.9% | 0.0% | -4.7% | 11.7%
CCOc1ccccc1CN1C(=O)C2(OCCO2)c2ccccc21 | 0.1 | 57 | i | 60.7 | 1.3% | 1.5% | -7.8% | 16.1% | -0.7% | -4.4% | -3.2%
COc1ccccc1CNc1ccc([N+](=O)[O-])cc1C | 3.2 | 42 | i | 32.7 | x | 8.5% | x | 12.2% | -0.9% | 5.5% | x
CCN(CC)CCCNC(=O)CCc1c(C)n(CC)c2cc(-c3ccccc3OC)nn2c1=O | -0.7 | 70 | i | 55.8 | 0.1% | 1.4% | -4.6% | 20.9% | 0.1% | 8.3% | 8.8%
O=C(CSc1nc2ccccc2c(=O)n1-c1ccccc1)N1CCc2ccccc2C1 | 6.5 | 55 | i | 45.1 | 2.5%[50 µM] | u | -0.7% | 13.5% | -0.6% | 4.1% | 6.6%
Cc1cccc(C(=O)N(NC(=O)Oc2ccccc2)C(C)(C)C)c1 | 0.8 | 73 | i | 13.9 | -0.1% | 1.1% | 0.0% | 14.8% | -0.5% | 2.9% | 5.2%
CCCc1nnc(NC(=O)CCC(=O)N2CCCCC2CC)s1 (centres undefined) | 3.2 | 75 | i | 46.8 | 4.7% | 1.9% | -12.9% | 6.1% | 0.1% | 7.3% | 6.7%
COc1cccc(NC(=O)Nc2cccs2)c1 | -0.6 | 35 | i | 28.5 | -1.1% | 0.9% | -7.5% | 6.7% | 0.7% | -1.6% | 16.9%
Cc1ccc(C(=O)NC(C(=O)Nc2cccc(S(N)(=O)=O)c2)C(C)C)cc1 (centres undefined) | -1.1 | 64 | i | 39.1 | -0.1%[50 µM] | -0.3% | -4.0% | 19.5% | 0.2% | -3.6% | 3.0%
S=C(Nc1cccnc1)Nc1ccccc1Br | 0.4 | 52 | i | 17.9 | 0.4% | -0.2% | -6.7% | 22.4% | 0.1% | -7.6% | 6.2%
COc1ccccc1N1CCN(C(=O)CSc2nnnn2C2CC2)CC1 | 0.2 | 55 | x | x | 0.2%[50 µM] | x | -4.4% | x | x | x | 4.9%
COc1ccc(N2CCN(C(CNC(=O)C3CCCCC3)c3cccnc3)CC2)cc1 (centres undefined) | 0.1 | 40 | i | 44.6 | 0.4% | 0.3% | 1.1% | 27µM* | -0.3% | 3.6% | 29.9%
CN(Cc1ccon1)C(=O)CCc1nnc(CCCCc2ccccc2)o1 | 4.5 | 75 | i | 30.0 | 0.0% | -1.5% | -9.4% | 1.2% | -0.1% | 6.7% | 8.8%
CCNC(=O)N1CCCC(C(=O)c2ccc(C(F)(F)F)cc2)C1 (centres undefined) | 0.5 | 63 | i | 46.6 | -2.7% | 1.9% | 1.9% | 3.3% | -1.4% | 6.5% | -2.6%
C/C=C(\C)CN1CCC(Oc2ccc(C(=O)NCc3ccccn3)cc2)CC1 | 0.5 | 64 | i | 6.5 | 0.0% | 1.1% | -1.9% | 23.1% | 1.5% | 1.8% | 3.4%
O=C(CN1C(=O)S/C(=C/c2ccncc2)C1=O)Nc1ccccc1 | 1.9 | 45 | i | 21.7 | 1.8%[50 µM] | 1.2% | -21.0% | 5.1% | 0.0% | -2.8% | 15.5%
Cc1ccc(N(C(=O)CNC(=O)c2ccco2)C(C(=O)NC2CCCCC2)c2cccnc2)c(C)c1 (centres undefined) | 0.6 | 44 | i | 34.0 | 1.6% | -0.1% | -7.1% | 18.8% | -1.1% | -2.1% | 4.5%
